Fluor 339 460: intrinsic fluorescence of library compounds, ex339/em460 – biochemical, MLSMR library, data from DPM-DC assay, artefact control, profiling panel | compound autofluorescence, ex339/em460 nm, NADH buffer; stronger effect = higher value; 1 = no-compound wells, NADH background | fluorescence fold increase at 10 µM | 65,000 compounds, 5.5% hits;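 active = at 10 µM, mean starting fluorescence two-fold or more over control wells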;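 note: signal is the first read of a kinetic run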
S1P3 ag: human S1P3 receptor agonists, primary screen, cell-based, primary and confirmation, NFAT-BLA reporter; activation, % at 4.5 µM; Sphingosine 1-phosphate receptor 3 (Homo sapiens), Q99500; 60,000 compounds, 0.1% hits; S1P3 NFAT-BLA reporter cells, agonism, FRET ratio; relative to 1 µM S1P, basal subtracted;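 active = activation above the screen-wide mean plus 3 SD, cut at about 4.5% in these data, passing the limit was not always enough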; note: some compounds called inactive have numbers as strong as hits
Target sequence (Q99500 whole entry, looked up): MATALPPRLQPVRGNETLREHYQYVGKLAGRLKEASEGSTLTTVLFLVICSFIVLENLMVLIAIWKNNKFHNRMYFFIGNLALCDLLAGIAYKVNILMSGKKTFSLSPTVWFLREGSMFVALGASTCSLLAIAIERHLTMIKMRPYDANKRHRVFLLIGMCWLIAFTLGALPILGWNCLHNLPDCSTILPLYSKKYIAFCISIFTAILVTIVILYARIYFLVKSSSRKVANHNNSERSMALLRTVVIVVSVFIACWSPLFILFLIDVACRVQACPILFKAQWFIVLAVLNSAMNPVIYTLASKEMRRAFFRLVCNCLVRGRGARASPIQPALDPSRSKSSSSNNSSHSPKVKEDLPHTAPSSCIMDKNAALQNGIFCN
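Measure – % activation relative to 1 µM S1P (100%), per plate · System – stable CHO line with human S1P3, Gα16, NFAT-BLA reporter · Timing – cells plated overnight, compound 4 h 37 °C, substrate 2 h RT · Technique – fluorescent BLA substrate, ex 405 nm, em 460/535 nm ratio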
5HT1E ag: 5-HT1E receptor agonists, primary screen, cell-based, HTS; CHO 5-HT1E Ga15 NFAT-bla reporter, FRET; 0% DMSO wells, 100% control agonist wells; AID 574, 2007; 65,000 compounds, 0.69% hits; activation, % at 6 µM;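 active = activation above a set limit, the screen-wide mean activation plus 3 SD, cut at about 8.5% in these data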;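 note: 100% = positive control agonist at 1 µM giving full maximal response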
HTR1E antagonist: 5-HT1E receptor antagonists, primary screen, cell-based, HTS. 5-hydroxytryptamine receptor 1E (Homo sapiens), P28566. CHO 5-HT1E Ga15 NFAT-bla reporter, FRET, antagonist. inhibition, % at 6 µM. 65,000 compounds, 0.99% hits. AID 571, 2007;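 active = inhibition above a set limit, the mean inhibition across every tested compound plus 3 SD, cut at about 29% in these data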;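 note: signal is the 460 over 535 nm emission ratio of beta-lactamase substrate; 0% = agonist plus DMSO wells and 100% = wells without agonist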
MMP13 inh: human MMP13 inhibitors, primary screen, biochemical, FRET peptide cleavage | Collagenase 3 (Homo sapiens), P45452 | MMP-13 fTHP FRET cleavage, Mca fluorescence | inhibition, % at 4 µM | 65,000 compounds, 0.07% hits;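 active = inhibition above the mean of compound-free control plate wells plus 3 SD, cut at about 14% in these data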;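 note: 0% = DMSO wells and 100% = wells with reference MMP-13 inhibitor after basal subtraction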
5HT1a antag: human 5-HT1a receptor antagonists, primary screen, cell-based, CHO, Ga15 NFAT-bla reporter | 5-hydroxytryptamine receptor 1A (Homo sapiens), P08908 | inhibition, % at 10 µM | AID 612, 2007 | 62,000 compounds, 0.68% hits | CHO 5-HT1a Ga15 NFAT-bla reporter, antagonist mode;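 active = inhibition above the mean of all tested compounds plus 3 SD, cut at about 43% in these data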;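 note: receptor stimulated by 5-CT agonist at 100 nM near EC80; beta-lactamase reporter measured by ratiometric fluorescence of a cleavable substrate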
S1P1 ag-PAM: S1P1 agonists and agonism potentiators, primary screen, cell-based, primary and confirmation screens, CRE-bla reporter; Sphingosine 1-phosphate receptor 1 (Homo sapiens), P21453; S1P1 CRE-bla cells, forskolin, beta-lactamase FRET, potentiator mode; S1P1 agonist co-added at EC20, 2 nM; 100% = saturating reference agonist, 0% = basal; 56,000 compounds, 0.57% hits; activation, % at 9.5 µM;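 active = activation above a cutoff set at the mean activation of all tested compounds plus 3 SD, cut at about 54% in these data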;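 note: forskolin at 4 µM as EC80 and the EC20 agonist is SEW2871; 100% = SEW2871 at its EC100 plus forskolin at EC80; some compounds past the cut are filed as inactive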
Target sequence (P21453 whole entry, looked up): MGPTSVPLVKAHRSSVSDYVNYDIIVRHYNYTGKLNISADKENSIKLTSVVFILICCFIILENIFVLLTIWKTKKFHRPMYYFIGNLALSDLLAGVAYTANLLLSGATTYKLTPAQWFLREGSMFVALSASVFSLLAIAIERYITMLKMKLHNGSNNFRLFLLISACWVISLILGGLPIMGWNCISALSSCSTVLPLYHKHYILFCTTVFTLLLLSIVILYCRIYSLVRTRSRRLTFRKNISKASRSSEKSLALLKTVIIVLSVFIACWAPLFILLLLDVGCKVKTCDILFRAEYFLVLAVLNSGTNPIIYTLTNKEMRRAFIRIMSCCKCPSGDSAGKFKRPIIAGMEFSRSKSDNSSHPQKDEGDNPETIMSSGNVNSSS
Abs 340nm: compound light absorbance at 340 nm, profiling panel, artefact control, biochemical, MLSMR library, data from PS, PMK, MK assays | compound absorbance at 340 nm, fold over control | 65,000 tested, under 10 active | fold change at 10 µM;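 active = at 10 µM dose, initial 340 nm absorbance at least 2 fold that of control wells; inactive = change under 2 fold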;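 note: initial absorbance extrapolated from kinetic A340 decline of NADH oxidation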
HER2 expr 66K: inhibitors of Her2 protein expression, primary screen, SKBR-3 cells, AlphaScreen, 66K library. 65,000 compounds, 0.69% hits. SKBR-3 HER2 protein level, 18-24 h; stronger effect = lower value. Receptor tyrosine-protein kinase erbB-2 (Homo sapiens), P04626. HER2 level % of control, % at 10 µM;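 active = HER2 level under 5% of the carrier-only control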;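 note: 100% = DMSO carrier and 0% = 500 nM PU-H71 HSP90 inhibitor; lower value means stronger loss of Her2 protein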
Numbers without * were called inactive; · = no result given; [ ] = another dose, or the depositor's remark.

SMILES | Fluor 339 460 | S1P3 ag | 5HT1E ag | HTR1E antagonist | MMP13 inh | 5HT1a antag | S1P1 ag-PAM | Abs 340nm | HER2 expr 66K
CC1CN(C(=O)CN2C(=O)c3ccccc3C2=O)CC(C)O1 (configuration not stated) | 1.1 | 1.1 | -0.3 | -2 | -4 | -7 | -13 | 1 | 57
CCOC(=O)C1CCCN(C(=O)c2ccc3c(c2)OCO3)C1 (configuration not stated) | 1.1 | -0.6 | -0.9 | 9 | -5 | 8 | 14 | 1 | 120
CC1(C)S[C@@H]2[C@H](NC(=O)C(C(=O)O)c3ccccc3)C(=O)N2[C@H]1C(=O)O (some centres not stated) | 1 | -2.1 | 0.5 | 4 | -3 | · | 2 | 0.99 | 107
CN(c1ccc(C(=O)N2CCCCC2)cc1)S(C)(=O)=O | 1.1 | -1.3 | -0.1 | 5 | -8 | 11 | 14 | 1 | 107
O=C(Cn1cccc1C(=O)c1ccccc1)NCCCN1CCOCC1 | 1 | 0.2 | 0.1 | 1 | -2 | 9 | -12 | 1 | 103
COc1cccc(-n2ccnc2SCC(=O)NCc2ccccc2)c1 | 1.1 | -0.4 | -0.3 | 5 | 0 | 5 | 20 | 1 | 100
Cc1cc(Nc2ccc(C(=O)O)cc2)n2nc(C)nc2n1 | 1 | -1.7 | -0.4 | 8 | 8 | -11 | 7 | 0.99 | 93
C=CCSC1=C(C#N)C(c2ccccc2OC)CC(=O)N1 (configuration not stated) | 1.1 | -0.6 | -0.4 | 4 | 4 | 5 | -8 | 1 | 91

Structures shown so far containing nitrogen in an aromatic ring:
SMILES | Fluor 339 460 | S1P3 ag | 5HT1E ag | HTR1E antagonist | MMP13 inh | 5HT1a antag | S1P1 ag-PAM | Abs 340nm | HER2 expr 66K
O=C(Cn1cccc1C(=O)c1ccccc1)NCCCN1CCOCC1 | 1 | 0.2 | 0.1 | 1 | -2 | 9 | -12 | 1 | 103
COc1cccc(-n2ccnc2SCC(=O)NCc2ccccc2)c1 | 1.1 | -0.4 | -0.3 | 5 | 0 | 5 | 20 | 1 | 100
Cc1cc(Nc2ccc(C(=O)O)cc2)n2nc(C)nc2n1 | 1 | -1.7 | -0.4 | 8 | 8 | -11 | 7 | 0.99 | 93

(continued)
SMILES | Fluor 339 460 | S1P3 ag | 5HT1E ag | HTR1E antagonist | MMP13 inh | 5HT1a antag | S1P1 ag-PAM | Abs 340nm | HER2 expr 66K
O=C(Cc1cccs1)OCC(=O)c1ccco1 | 1.4 | 0.9 | 0.4 | -1 | 0 | -15 | 6 | 1 | 74
OC(COc1ccc(Cl)cc1)CN1C2=NCCCN2c2ccccc21 (configuration not stated) | 1.1 | -0.5 | -0.4 | 0 | 4 | -12 | 12 | 1 | 96
CCN(CC)CC(=O)N(CC(=O)Nc1c(C)cc(C)cc1C)C1CCCCC1 | 1.1 | -0.9 | -0.4 | -4 | 1 | -4 | -20 | 1 | 78
O=C(O)CNCC1COc2ccccc2O1 (configuration not stated) | 1.1 | 3.3 | -0.6 | 10 | 5 | 4 | -4 | 1 | 90
O=P1(O)C=C(c2ccccc2)NC(c2ccccc2)=C1 | 1 | 1.1 | 0.1 | 6 | 5 | -8 | 3 | 1 | 86
CCCn1c(SCC(=O)Nc2nnc(CC)s2)nc2c1c(=O)n(C)c(=O)n2C | 1.1 | 0.5 | -0.1 | -4 | -8 | -4 | -6 | 0.99 | 100
CSc1ccccc1NC(=O)C1CC(c2ccccc2O)=NO1 (configuration not stated) | 1.2 | -0.4 | 0.5 | 3 | -2 | 10 | · | 1.1 | 80
Fc1cccc(-c2cc3nc4c(c(N5CCN(c6cnccn6)CC5)n3n2)CCCC4)c1 | 2.4* | -0.8 | -1.6 | 2 | 2 | 20 | -9 | 0.99 | 79
Cc1ccc2nc(NC3=NCN(Cc4ccccc4)CN3)nc(C)c2c1 | 1.1 | -1.1 | -0.1 | 0 | 2 | 3 | -10 | 1 | 93
CCCn1nc(Oc2nc(SC)nc(N(C)C)n2)ccc1=O | 1.1 | -2.7 | 0.1 | 13 | 4 | · | -8 | 1 | 88
Cn1c(=O)[nH]c(=O)c2c1nc(Br)n2CC(O)COCc1ccccc1 (configuration not stated) | 1.2 | -1.0 | -0.2 | 13 | 2 | -1 | 24 | 1 | 100
O=C(NC12CC3CC(CC(C3)C1)C2)N1CCCC(CO)C1 (configuration not stated) | 1.1 | -0.4 | -0.9 | 16 | 1 | -10 | · | 1 | 121
COc1ccc(OC)c(C2CC(=O)N3CN(c4ccccc4F)CSC3=C2C#N)c1 (configuration not stated) | 1.1 | -1.0 | 0.3 | 2 | 2 | 1 | -25 | 1.1 | 126
CCC(Sc1nc(-c2ccccc2)c(C#N)c(=O)[nH]1)C(=O)Nc1cc(C)on1 (configuration not stated) | 1.1 | -0.4 | 0.3 | -4 | 2 | 1 | 0 | 1.1 | 129
Cc1cc(C)cc(N(CC(=O)NCC2CCCO2)S(=O)(=O)c2c(C)noc2C)c1 (configuration not stated) | 1.1 | -0.2 | 0.3 | 1 | 1 | 1 | -22 | 1.1 | 100
Cc1ccc(-n2c3c(cc(C(=O)NC4CCSC4=O)c2=O)C(=O)CCC3)cc1 (configuration not stated) | 1.6 | -1.1 | -0.9 | -1 | -11 | -10 | -18 | 1.1 | 93
CC1C(c2ccccc2)=[N+]([O-])C2(CCCC2)N1O (configuration not stated) | 1 | -1.4 | -0.9 | 11 | 5 | 8 | -8 | 1 | 97
CCCn1nc(-c2nnc(-c3ccc(C)c(C)c3)o2)c2ccccc2c1=O | 1.1 | -1.1 | 0.6 | -12 | 0 | 3 | -14 | 1 | 127
CCN(CCNC(=O)C1CCCN(S(=O)(=O)CC)C1)c1ccccc1 (configuration not stated) | 1.1 | -0.2 | 0.2 | 6 | 1 | -2 | 1 | 1 | 74
Cc1cccc(NC(=O)Cn2c(=O)n(C)c3ccccc32)c1 | 1.1 | 0.3 | -0.8 | -2 | 5 | -7 | -2 | 1 | 86
O=C(NC1CCCCC1)C(c1cccs1)N(CC1CCCO1)C(=O)c1csnn1 (configuration not stated) | 1.1 | -0.5 | 0.4 | 5 | 2 | 12 | 17 | 1 | 98
COc1cccc(NC(=O)CSc2nnc(-c3ccc(C)cc3)o2)c1 | 1.1 | -0.6 | 2.0 | -1 | -6 | 1 | 6 | 1 | 90
Cc1c(/C(O)=C2/C(=O)C(=O)N(Cc3cccnc3)C2c2cccs2)cnn1-c1ccccc1 (configuration not stated) | 1.1 | -0.6 | -1.1 | 3 | -2 | -10 | · | 1.1 | 80
CCOC(=O)c1ccc(NC(=O)c2ccc3c(c2)OCO3)cc1 | 1.1 | -0.6 | 0.0 | 2 | 4 | -1 | · | 1.1 | 120
CCC(C)NC(=O)CS(=O)Cc1nc(-c2ccccc2C)oc1C (configuration not stated) | 1 | 1.9 | -0.5 | 4 | 2 | 9 | -21 | 1 | 81
O=C(Cc1ccc(-n2cccc2)cc1)N1CCN(c2ccccc2F)CC1 | 1.1 | -0.5 | 0.8 | 4 | 3 | 5 | 2 | 0.97 | 74
COc1cccc(CN(C(=O)c2cc3ccccc3oc2=O)C2CC2)c1 | 1.1 | -0.9 | -0.9 | 22 | -6 | 20 | 21 | 0.99 | 138
Cc1ccc(OCc2nnc(SCC(=O)Nc3sc(C)c(C)c3C#N)n2C)cc1 | 1.1 | -0.7 | -0.1 | -13 | -1 | 6 | 21 | 1.1 | 92
O=C(NCc1cccs1)c1ccccc1C(=O)NCc1cccs1 | 1.1 | -0.4 | 0.3 | -7 | 0 | -7 | -19 | 1 | 90
CCOC(=O)c1ccc2nc(C)c3c(c2c1)OC(C)C3 (configuration not stated) | 2.4* | -1.4 | 0.2 | -20 | -74[fluorescence artefact?] | 3 | -21 | 1 | 109
Cc1cccc(N(C)S(=O)(=O)c2ccc3[nH]cc(C(=O)N4CCOCC4)c(=O)c3c2)c1 | 2* | -0.6 | 0.2 | 0 | -7 | 6 | -4 | 1.1 | 85
CC1CCCC(C)N1c1nnc(NC(=O)Cn2c(=O)oc3ccccc32)s1 (configuration not stated) | 1.1 | -0.8 | 1.2 | 0 | 6 | 3 | -2 | 1 | 88
COc1ccc(N(CC(=O)Nc2cc(C)ccc2OC)S(=O)(=O)c2c(C)noc2C)cc1 | 1.1 | -0.3 | -1.1 | 16 | -3 | 25 | -9 | 1 | 79
Cc1cc(C)cc(-n2nnc(C(=O)NCc3ccccc3)c2N)c1 | 0.86 | 0.6 | -0.2 | -6 | 1 | 10 | -37 | 0.98 | 104
N#CCCn1cnc2c(=S)nc[nH]c21 | 1.1 | -0.5 | 0.1 | -8 | 3 | · | 9 | 1.1 | 128
Cc1noc(C)c1C(=O)Nc1ccccc1-c1ccccc1 | 1.1 | -0.8 | -0.1 | 5 | 2 | 10 | -7 | 1.1 | 85
COc1cc(NC(=O)C2CC2)c(C(=O)O)cc1OC | 1.1 | · | -0.8 | 3 | -5 | -10 | · | 1.1 | 69
Cc1ccnc(NC(=O)Nc2cccc(F)c2)c1 | 1.1 | -0.1 | -0.6 | 0 | 4 | 30 | 0 | 0.99 | 86
Cc1ccc(S(=O)(=O)NCCSc2nnnn2-c2ccc(C(N)=O)cc2)cc1 | 1 | -1.3 | 0.1 | 3 | 3 | 8 | -8 | 1 | 92
CSC1=NCCN1C(=O)c1ccc2c(c1)OCO2 | 1.1 | -0.8 | -0.1 | 2 | -1 | 0 | -6 | 0.99 | 107
C/C(N)=C(/C#N)C(=O)CSc1nnc(Nc2cccc(C)c2)s1 | 1 | -0.7 | -0.4 | 3 | 0 | 5 | -4 | 0.99 | 75
C=CCn1c(Cc2cccs2)nnc1SCC(=O)c1cccc(Br)c1 | 1.1 | -1.1 | 0.1 | 0 | 1 | 14 | 24 | 1 | 76
CC(=O)N1CN(C2CCCC2)Cc2c1sc1c2CCCC1 | 1 | -0.9 | -1.6 | 5 | 5 | 36 | 12 | 1 | 84
COC(=O)c1cnn(-c2ccc(C)c(C)c2)c1-n1cccc1 | 0.9 | 0.3 | -0.9 | -1 | -2 | 6 | 20 | 1.1 | 98
CCc1c(O)nc(SCC(=O)NCc2ccco2)[nH]c1=O | 1.1 | -0.7 | -0.8 | 1 | 4 | 8 | -11 | 0.99 | 95
